M. tuberculosis: growth inhibition of non-replicating M. tuberculosis (AID 488890) | Mycobacterium tuberculosis non-replicating, growth inhibition; higher % means a stronger effect | inhibition, % at 25 µM, or IC50 in µM where a hit was titrated | 320,000 compounds, 0.39% hits; in the data active = a potency from the dose series; inconclusive = inhibition mostly from about 82% at the one dose, without a potency; inactive = the rest, 99 in 100 with inhibition below about 76%;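 note: plate controls were DMSO cells for no effect and high antibiotic wells for full effect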
H1N1 NS1A inhibition: H1N1 influenza NS1A inhibitors, functional cell based assay (AID 504329); NS1A functional cell-based assay, percent inhibition; higher % means a stronger effect; 340,000 compounds, 0.3% hits; inhibition, % at 12.5 µM, or IC50 in µM where a hit was titrated; in the data active = a potency from the dose series; inconclusive = inhibition above about 27% without an active follow-up result; note: strong numbers were not always called active
PhoP GFP inhibition: PhoP regulon inhibitors, Salmonella typhi PhoP promoter GFP reporter, confirmatory (AID 1850) | 310,000 compounds, 0.33% hits | inhibition, % at 50 µM, or IC50 in µM where a hit was titrated | Salmonella Typhi PhoP-promoter GFP reporter, fluorescence, 4 h; higher % means a stronger effect; in the data active = a potency from the dose series; inconclusive = inhibition mostly from about 25% at the one dose, without a potency; inactive = the rest, 99 in 100 with inhibition below about 19%;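 note: 0% = induced wells with vehicle and 100% = uninduced wells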
VEEV TC-83 Vero: inhibitors of VEEV TC-83 cytopathic effect, confirmation, Vero cells (AID 588727) | Vero cells, VEEV TC-83 cytopathic effect inhibition; higher % means a stronger effect | inhibition, % at 20 µM; hits with a dose series show IC50 in µM | 350,000 compounds, 0.13% hits; in the data active = a potency from the dose series; inconclusive = inhibition mostly from about 14% at the one dose, without a potency; inactive = the rest, 99 in 100 with inhibition below about 12%; note: strong numbers were not always called active
M. tuberculosis HTS: M. tuberculosis growth inhibition, HTS (AID 449762); 330,000 compounds, 0.59% hits; one-dose inhibition, % at 25 µM; IC50 in µM for titrated hits; M. tuberculosis H37Rv growth inhibition, 7H9 media; higher % means a stronger effect; in the data active = a potency from the dose series; inconclusive = inhibition above about 70% without an active follow-up result;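 note: bacterial growth assessed after seven days of incubation; strong numbers were not always called active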
VEEV TC-83 Vero 10K pilot screen: recorded beside VEEV TC-83 Vero, whose call it bears; inhibition, %; measured here: 10K pilot screen inhibition
Active calls of the source: *; i = inactive; ? = inconclusive; / = no result given.

Sample of the layout, five compounds:
SMILES | M. tuberculosis | H1N1 NS1A inhibition | PhoP GFP inhibition | VEEV TC-83 Vero | M. tuberculosis HTS | others
CCN(CC)S(=O)(=O)c1ccc(Cl)c(NC(=O)c2cc(Cl)cc(Cl)c2)c1 | -13.6% | -7.4% | -6.7% | 1.8% | 1.3%
CCc1ccc(CCC(=O)Nc2sc(C)c(C)c2C(=O)OC)o1 | 43.0% | 2.6% | -5.4% | 0.2% | 0.7%
O=S(=O)(NCCc1ccccc1)c1ccc(F)cc1 | 7.7% | -6.4% | -4.0% | i | 12.8%
Cc1ccc(C(=O)n2nc(-c3ccccc3)nc2NCc2ccco2)cc1 | 17.9% | 1.8% | -4.3% | 2.7% | -3.4%
Cc1c(NS(=O)(=O)c2cccc(C(=O)Nc3ccccc3)c2)c(=O)n(-c2ccccc2)n1C | 21.6% | -0.9% | / | 5.6% | 9.0%

Results, previewed entries included:
SMILES | M. tuberculosis | H1N1 NS1A inhibition | PhoP GFP inhibition | VEEV TC-83 Vero | M. tuberculosis HTS | others
CCN(CC)S(=O)(=O)c1ccc(Cl)c(NC(=O)c2cc(Cl)cc(Cl)c2)c1 | -13.6% | -7.4% | -6.7% | 1.8% | 1.3%
CCc1ccc(CCC(=O)Nc2sc(C)c(C)c2C(=O)OC)o1 | 43.0% | 2.6% | -5.4% | 0.2% | 0.7%
O=S(=O)(NCCc1ccccc1)c1ccc(F)cc1 | 7.7% | -6.4% | -4.0% | i | 12.8%
Cc1ccc(C(=O)n2nc(-c3ccccc3)nc2NCc2ccco2)cc1 | 17.9% | 1.8% | -4.3% | 2.7% | -3.4%
Cc1c(NS(=O)(=O)c2cccc(C(=O)Nc3ccccc3)c2)c(=O)n(-c2ccccc2)n1C | 21.6% | -0.9% | / | 5.6% | 9.0%
O=C1C=C(NCC2CCCO2)CC(c2ccccc2)C1 (configuration not stated) | / | -0.9% | / | i | /
CCCn1c(N)c(C(=O)CN(C)CC(=O)Nc2c(C)cc(C)cc2C)c(=O)[nH]c1=O | / | -2.6% | / | 5.7% | /
CCOc1ccc2[nH]c3c(=O)n(CCc4ccc(OC)cc4)cnc3c2c1 | 1.8% | 14.7% | 0.8% | 2.0% | -0.7%
CC(C)(C)C(=O)/C(C#N)=C/c1ccc(O)cc1 | 2.8% | / | -1.7% | 0.6% | -3.4%
CC(C)COP(=O)(c1ccc(N(C)C)cc1)C(O)c1ccncc1 (configuration not stated) | -0.1% | 20.1% | 7.1% | i | -0.4%
COC(=O)c1sccc1NC(=O)Nc1ccc(Cl)c(Cl)c1 | -6.5% | 5.5% | -27.9% | 3.3% | 2.1%
C=CCn1c(=O)c2c3c(sc2n2c(Nc4ccc(C(=O)OCC)cc4)nnc12)CCCC3 | 9.6% | -0.1% | 17.1% | 2.4% | 5.8%
C=CCNC(=O)c1onc(CSc2cccc(Cl)c2)c1C(=O)O | 19.5% | -7.7% | 6.2% | i | -0.8% | VEEV TC-83 Vero 10K pilot screen=4.6
O=[N+]([O-])c1cccc(S(=O)(=O)NCCc2cn3ccccc3n2)c1 | -4.1% | 11.9% | -2.1% | 0.8% | -7.0%
COc1cc(C2Nc3ccccc3C(=O)N2NS(C)(=O)=O)c([N+](=O)[O-])cc1OC (configuration not stated) | -6.8% | -3.7% | -0.3% | 0.6% | 4.4%
O=C(c1ccc(Cl)c([N+](=O)[O-])c1)N1CCN(c2ccccn2)CC1 | -5.6% | -7.8% | -6.8% | 2.7% | 0.3%
CCOC(=O)c1ccc(S(=O)(=O)N2CCC(C(=O)N3CCN(c4ccccc4OC)CC3)CC2)cc1 | / | -1.9% | / | 5.4% | /
COc1ccc(N2CCCn3c2nc2c3c(=O)n(CCCc3ccccc3)c(=O)n2C)cc1 | 8.8% | / | -6.2% | / | -3.0%
O=C(O)c1ccc(-c2nc3ccccc3s2)o1 | 3.1% | -3.6% | 17.2% | i | 2.5%
O=C(COc1ccccc1)Nc1ccc(NC(=O)c2ccco2)cc1 | 45.8% | -5.2% | 19.4% | 0.3% | 5.6%
O=C(c1ccc(Cl)c(S(=O)(=O)N2CCc3ccccc32)c1)N1CCN(c2ccccc2O)CC1 | 30.6% | -5.2% | / | 4.8% | 10.2%
Cc1ccc(Oc2cc(C#N)c(C#N)cc2-n2nnc3ccccc32)cc1C | 2.2% | -2.3% | -10.2% | i | 2.4%
Cc1ccc(/C=C/C(=O)CCC(=O)O)cc1 | 0.5% | 4.2% | 2.6% | 2.2% | -1.8%
Cc1cc(-c2ccc(C)c(S(=O)(=O)NCCCN3CCN(c4ccccc4)CC3)c2)on1 | 59.9% | 10.6% | 1.9% | 0.6% | 36.8%
CCc1ccc(Nc2nnc(SCc3cc(=O)n4ccsc4n3)s2)cc1 | 74.5% | -28.9% | -7.8% | 8.1% | 4.9%
CC(NS(=O)(=O)c1ccc(CCC(=O)NCc2cccnc2)cc1)c1ccccc1 (configuration not stated) | 0.9% | -1.3% | -11.8% | 1.4% | -21.4%
CCCCCc1nc2c(=O)[nH]c3ccccc3c2o1 | -3.7% | -0.6% | -7.1% | 4.2% | 0.6%
Cc1ccc(C(=O)NC(=C(Cl)Cl)S(=O)(=O)c2ccccc2)cc1 | 53.5% | 12.9% | 9.6% | 11.2% | 1.3%
CN(CC(=O)Nc1ccc(OC(F)(F)F)cc1)C(=O)Cn1c(=O)cnc2ccccc21 | -1.6% | 7.4% | / | 5.2% | -0.4%
O=C(NC1CCCC1)C(c1ccncc1)N(C(=O)c1ccco1)c1ccc(F)c(Cl)c1 (configuration not stated) | -4.7% | -1.4% | 10.3% | i | -0.3%
Cc1ccccc1NC(=O)Cc1nc(COC(=O)c2nc(Cl)ccc2Cl)cs1 | 67.4% | -3.7% | / | 8.0% | -6.9%
CCOc1ccc(CNC(=S)N/N=C\c2ccc([N+](=O)[O-])cc2)cc1 | 4.8% | 3.4% | 2.4% | 2.3% | 7.1%
CCCCCCSc1ccc([C@@H]2[C@H]3C(=O)N(CC)C(=O)[C@H]3[C@]3(C(=O)OC)CCCN23)cc1 | -8.4% | 0.3% | -7.0% | i | -4.2%
CCC(CC)c1nnc(NC(=O)CC(C)c2ccccc2)s1 (configuration not stated) | 6.3% | -2.0% | 5.2% | 1.0% | -0.1%
Cc1cc(C(=O)CSc2nnc(-c3cccnc3)n2-c2ccccc2F)c(C)n1C | 6.2% | -3.3% | -9.4% | 4.2% | -11.3%
CCCN(CC(=O)Nc1ccccc1C)C(=O)Cc1coc2cc(C)ccc12 | 18.3% | 14.4% | 3.5% | 5.7% | -12.7%
Oc1ccccc1-c1nc(N2CCCC2)c2ccccc2n1 | -7.7% | -5.4% | -6.3% | 0.5% | 3.9%
N=C1SC(CC(=O)Nc2ccccc2[N+](=O)[O-])C(=O)N1c1ccccc1 (configuration not stated) | -11.9% | 9.6% | 0.4% | 6.0% | -0.9%
CCOc1c2ccc(C(=O)NCc3ccccc3OC)cc2nn1CC | -4.5% | 1.9% | -8.4% | 1.4% | 0.5%
CN(C(=O)C=Cc1ccccc1)c1ccccc1 | / | 0.4% | / | 2.3% | /
O=C(CCn1c(=S)[nH]c2ccccc2c1=O)NCCCN1CCOCC1 | -6.9% | 1.2% | -3.6% | 3.3% | -25.8%
CC1CCN(c2ccc(-c3cccs3)nn2)CC1 | 37.4% | -20.8% | 7.5% | 0.1% | 1.2%
CN(c1ccccc1)S(=O)(=O)c1cccc(C(=O)OCC(=O)NCc2ccccc2)c1 | 4.9% | -6.4% | / | 7.4% | -10.9%
CCn1c(CSc2nnc(C)n2-c2ccccc2)nc2cc(S(=O)(=O)N(C)C)ccc21 | 10.6% | -1.0% | 4.2% | 0.2% | -7.4%
O=C(Nc1cccc(-c2csc(Nc3ccc(Cl)cc3)n2)c1)c1cccc(C(F)(F)F)c1 | -4.6% | 4.0% | -4.6% | 1.1% | 27µM*
COc1ccccc1NC(=S)N(Cc1ccccc1)Cc1cccs1 | 6.7% | -2.5% | -10.9% | 0.3% | 7.8%
NC(=O)[C@@H]1CCCCNc2c(F)cc([N+](=O)[O-])cc2C(=O)N[C@@H](CC(=O)O)C(=O)N[C@@H](CCC(=O)O)C(=O)N1 | 8.3% | 3.4% | 4.7% | i | -4.0%
Cn1ccnc1SCC(=O)Nc1ccc([N+](=O)[O-])cn1 | / | -4.4% | / | 0.2% | /
CCN(CC)S(=O)(=O)c1cc(C(=O)N2CCc3ccccc32)ccc1Cl | 18.5% | -16.6% | 2.0% | 0.2% | 0.0%
C=CCCCCCCCC(=O)OC | -17.2% | -24.8% | -9.4% | i | -12.3%
CCO/N=C/C(=O)Nc1ccc(F)cc1F | 64.4% | -0.9% | -5.6% | 0.2% | 2.9% | VEEV TC-83 Vero 10K pilot screen=1.8
Cc1ccc2nc(NS(=O)(=O)c3cn(C)nc3C)sc2c1 | -1.7% | 16.8% | -2.2% | 1.5% | -2.3%
C=CCNC(=S)N1CCC(C(=O)c2ccc(F)cc2)CC1 | 25.4% | -3.7% | -6.3% | i | 0.7%
Cc1ccc(NC(=O)C2(NC(=O)c3cccc(N4C(=O)CSC4c4ccccc4)c3)CCCCC2)cc1 (configuration not stated) | 1.7% | -4.8% | -8.1% | 6.8% | -3.2%
COc1ccccc1NS(=O)(=O)c1ccc(-c2cc(C)no2)s1 | 16.4% | -1.7% | -6.8% | 1.7% | 4.9%
COc1ccc(-c2oc3ncnc(NCCCN(C)C)c3c2-c2ccc(OC)cc2)cc1 | ? | 0.3% | 4.8% | i | 61.6%
Cc1ccc2c(c1)CC1(CN2C)C(=O)NC(=O)N(c2cccc(C)c2C)C1=O (configuration not stated) | 6.3% | -1.7% | -13.5% | 7.2% | -5.1%
COc1cc(-c2nnn(CC#N)n2)ccc1OCc1ccccc1 | 14.0% | 5.9% | 1.8% | i | 4.0%
O=C(Nc1nc2nccc(-c3ccccc3)n2n1)C(Cl)(Cl)Cl | -4.9% | -2.2% | -0.3% | 2.5% | -10.4%
c1ccc(-c2ccncn2)cc1 | / | -6.9% | / | i | /

Brought forward from above: 2 compounds; new compounds follow.
SMILES | M. tuberculosis | H1N1 NS1A inhibition | PhoP GFP inhibition | VEEV TC-83 Vero | M. tuberculosis HTS | others
O=C(Nc1nc2nccc(-c3ccccc3)n2n1)C(Cl)(Cl)Cl | -4.9% | -2.2% | -0.3% | 2.5% | -10.4%
c1ccc(-c2ccncn2)cc1 | / | -6.9% | / | i | /
Clc1cc(I)cc(Cl)c1NC1=NCCN1 | -0.1% | -1.2% | 9.5% | 4.0% | -6.6%
CC(COC(=O)c1ccccc1)(COC(=O)c1ccccc1)/[N+]([O-])=C/c1ccccc1 | 8.0% | -3.9% | -5.3% | 0.5% | -10.7%
COc1ccnc(N=CNOCc2ccc(Cl)cc2)c1C#N | -5.3% | -4.0% | -7.3% | i | -4.6%
COc1ccc(C(=O)N/N=C/c2ccc(OC)c(COc3ccc(F)cc3F)c2)cc1 | 6.9% | 19.5% | -2.2% | 9.6% | 26.8%
COc1ccc(NC(=O)c2oc3ccccc3c2NC(=O)C(C)(C)C)cc1 | 9.8% | 19.6% | 0.9% | i | 3.1%
COc1ccc(/C=C/c2cc(=O)c3cc(Cl)ccc3o2)cc1 | 59.7% | 0.6% | -1.4% | 3.5% | ?
CCn1c(COc2cccc(C)c2)nnc1SCC(=O)Nc1cccc(C(=O)O)c1 | 14.7% | -3.2% | 6.5% | 0.4% | -7.3%
COc1ccc(Cl)cc1NC(=O)CCCC(=O)c1ccccc1 | 52.5% | -30.1% | -1.0% | i | -2.3%
CCOc1cc(/C=C2/SC(=Nc3ccccc3)N(Cc3cccnc3)C2=O)ccc1OCC#N | -2.3% | -12.5% | -6.6% | 12.1% | 4.5%
NNC(=O)c1n[nH]c2c1CC(C1CCCCC1)CC2 (configuration not stated) | -1.1% | 8.9% | -10.5% | i | -0.3%
CON(C)C(=O)/C=C/CCCCNC(=O)OC(C)(C)C | 4.4% | 7.8% | / | 0.3% | -2.0%
CC(=O)Nc1ccc(NC(=O)COC(=O)c2ccc(Cl)nc2)cc1 | / | -4.9% | / | 1.0% | /
COCC(=O)Nc1ccc(-c2cn3cccnc3n2)cc1 | 2.4% | -2.8% | 20.4% | 3.8% | -7.9%
COC(=O)[C@H](C)NC(=O)Nc1cccc(Br)c1 | -26.1% | 0.6% | 0.6% | 1.3% | 3.0%
CCCn1c(SCC(=O)NCc2cccs2)nc2c1c(=O)n(C)c(=O)n2C | 5.0% | 1.8% | 5.9% | 0.5% | 6.0%
COC(=O)C1(CC2CC(c3ccncc3)=NO2)CCN(C(=O)OC(C)(C)C)CC1 (configuration not stated) | 5.8% | 8.0% | 3.1% | 0.7% | -6.5%
Cc1ccc(CNC(=O)CSc2nc3ccsc3c(=O)n2Cc2ccccn2)cc1 | 23.0% | -24.1% | 11.6% | 2.1% | 24.5%
